# Screening results: PubChem, Emory University Molecular Libraries Screening Center
# EP2 mod: EP2 receptor modulators, cAMP readout, primary screen, cell-based, HTRF cAMP, PGE2 stimulation; Prostaglandin E2 receptor EP2 subtype (Homo sapiens), P43116; EP2-expressing cells, cAMP HTRF FRET, PGE2 co-stimulation; induction, % at 25 µM; hit rate 0.83% among 260,000;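 active means compounds whose cAMP rise, as percent of the full-agonist control response, exceeds 60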;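 further: rat C6 glioma line stably carrying human EP2 under a CMV promoter; the protocol text gives 20 µM as final concentration; 100% = response of wells given 1 µM PGE2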
# Target sequence (P43116 whole entry, looked up): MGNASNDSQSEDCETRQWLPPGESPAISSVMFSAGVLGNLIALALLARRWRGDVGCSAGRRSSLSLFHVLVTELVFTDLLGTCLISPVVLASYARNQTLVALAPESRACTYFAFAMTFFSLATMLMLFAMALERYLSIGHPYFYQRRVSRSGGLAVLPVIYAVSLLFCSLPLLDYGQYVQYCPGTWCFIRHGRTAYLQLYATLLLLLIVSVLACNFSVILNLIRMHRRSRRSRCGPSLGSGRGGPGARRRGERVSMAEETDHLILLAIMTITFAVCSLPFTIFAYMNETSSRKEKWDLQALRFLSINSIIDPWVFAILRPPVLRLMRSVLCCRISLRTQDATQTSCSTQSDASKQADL
# * = called active by the depositor. Not all compounds are listed; the hit share may differ from the screen's.
EP2 mod	SMILES
-45.8	COc1ccc(CN2C3CCCC2CC(NC(=O)N2CCOCC2)C3)cc1 (stereo unspecified)
-11.2	Cc1ccc2c(c1)cc(C)c1nn(CC(=O)NC3CCCCC3)c(=O)n12
-1.8	Cc1ccc(-n2c(SCC(=O)Nc3sc4c(c3C#N)CCCC4)nnc2-c2ccncc2)cc1
-29.2	CCN(CC)CCSc1nc2ccccc2cc1C
-31.8	COCCNC(=O)c1cn(C[C@H]2CCCN(C(=O)c3conc3C)C2)nn1
-110.8	CC(C(=O)NC1CCCC1)N(C(=O)c1snc(C(N)=O)c1N)c1cccc(F)c1 (stereo unspecified)
6.2	COc1ccc2c(c1)c(CN(CCCn1ccnc1)Cc1ccc(C)s1)c(C)n2C
53.5	Cc1ccc2cc(CN(Cc3ccc4c(c3)OCO4)Cc3nnnn3C3CCCCC3)c(=O)[nH]c2c1
14.6	COc1ccccc1CN(Cc1cc2cc(OC)c(OC)cc2[nH]c1=O)C(=O)c1ccco1
40.5	CC(C)C(=O)N1CCN(c2ccccc2NC(=O)c2ccc(Cl)cc2)CC1
-2.5	C=CCn1c2cc(C)sc2c2cnn(CC(=O)NC(C)(C)C)c(=O)c21
-20.3	COc1ccc(-c2nnc(SCC(=O)c3ccc(C)c(C)c3)o2)cc1OC
3.1	CCc1cc2cc3c(cc2nc1SCC(=O)Nc1ccc(S(=O)(=O)N(C)C)cc1)OCCO3
32.5	CCCC(c1nnnn1Cc1ccccc1)N(Cc1cc2cc(C)c(C)cc2[nH]c1=O)C1CCCC1 (stereo unspecified)
-56.0	COc1ccc(-c2c(C)nn3c(N(C)CCO)cc(C)nc23)cc1
8.5	CC(=O)Nc1ccc(NC(=O)c2cccc(Cl)c2)nc1
-61.9	Cc1cc(C)cc(OCC(=O)Nc2sc(C)c(C)c2C(N)=O)c1
8.1	Cc1ccc(C)c(OCC(=O)Nc2ccc(S(=O)(=O)Nc3ncccn3)cc2)c1
-3.3	COc1ccc(NC(=O)CSc2nc3c(c(=O)n(C)c(=O)n3C)n2Cc2ccccc2)cc1
-12.7	CCN1CCN(C(c2cc3cc(C)cc(C)c3[nH]c2=O)c2nnnn2CCOC)CC1 (stereo unspecified)
-59.5	CCN(CC)CCN(Cc1cc2c(C)ccc(C)c2[nH]c1=O)C(=O)Nc1ccc(Cl)cc1
-13.3	COCc1nnc(NC(=O)COc2ccc(Cl)cc2Cl)s1
-6.0	CCc1nnc(NC(=O)C2CCCN(S(=O)(=O)c3ccc(C)c(Cl)c3)C2)s1 (stereo unspecified)
15.0	CCC(c1nnnn1Cc1ccccc1)N(Cc1cc2cc(C)cc(C)c2[nH]c1=O)C1CCCCC1 (stereo unspecified)
-6.2	Cn1c(=O)[nH]c(=O)c2c1nc(N1CCCCCC1)n2CCCSc1ncccn1
-11.5	O=C(C1CC(=O)N(c2ccc(F)cc2)C1)N1CCC(O)(c2ccccn2)CC1 (stereo unspecified)
-24.9	O=C(Cn1nc(-c2cccs2)n(-c2ccncc2)c1=O)N1CCCCC1
-33.5	COc1ccccc1OCCN(C)C(=O)c1cnn(-c2ccc(F)cc2)c1
-0.6	CC(C)N1CCN(C(=O)CCC2CCCC2)CC1
14.4	CCCc1cc(=O)[nH]c(SCC(=O)N2CCOCC2)n1
-18.3	COc1ccc(N(CC(=O)O)N=O)cc1
12.9	CCc1nn(CC(=O)NCCCn2ccnc2)c(=O)c2cc3sc(C)cc3n12
-43.7	CCOc1ccc2nc(Nc3ncc(C(C)=O)c(C)n3)nc(C)c2c1
-34.1	C=CCn1c(N2CCC(C(=O)NCC3CC3)CC2)nc2ccccc21
-219.7	Cc1nc(NCCNC(=O)c2ccccc2)c2c3c(sc2n1)CCCC3
-5.7	CCN1CCN(C(C)C(=O)Nc2ccc(F)c(Cl)c2)CC1 (stereo unspecified)
-113.1	CC(C)c1ccc2[nH]c3nc(SCC(=O)NC4CC4)nnc3c2c1
-4.2	NC(=O)C(CCNS(=O)(=O)c1ccc(Cl)cc1)Sc1ncccn1 (stereo unspecified)
14.0	CCOc1c(OC)cccc1C1C(C(=O)OC(C)C)=C(C)Nc2ncnn21 (stereo unspecified)
-27.6	CCOC(=O)Cn1cc(CN2CCc3c(nc(C)[nH]c3=O)C2)c2ccccc21
-52.2	Cc1cc2oc(C(=O)Nc3cccc(-c4csnn4)c3)cc(=O)c2cc1C
-23.2	COc1cccc(NC(=O)C(Cc2c[nH]c3ccccc23)NC(=O)Oc2ccccc2)c1 (stereo unspecified)
-39.8	CCn1nc(C)c(NS(=O)(=O)c2ccc3c(c2)NC(=O)C(C)O3)c1C (stereo unspecified)
10.4	CCC(Oc1ccccc1)C(=O)Nc1nnc(C(CC)CC)s1 (stereo unspecified)
-45.9	CCOc1ccccc1NC(=O)C1CCCN1C(=O)NCc1ccccc1 (stereo unspecified)
-1.1	Cc1nn(-c2ccccc2)c2sc(C(=O)N(CC(=O)NC3CCCCC3)Cc3ccco3)cc12
-95.1	O=C(CCN1C(=O)/C(=C\c2cccc(Br)c2)SC1=S)NCCCN1CCOCC1
27.1	COCCCN1C(=O)C(O)=C(C(C)=O)C1c1ccc(C)cc1 (stereo unspecified)
-9.4	O=C(O)C1C2C=CC3(CN(Cc4c(F)cccc4Cl)C(=O)C13)O2 (stereo unspecified)
17.0	CCOC(=O)COc1c(Br)ccc2c(C(=O)OCC)c(NC(C)=O)sc12

# Next part.
EP2 mod	SMILES
9.1	CC(CC(O)C1OC1(C)C)[C@@H]1CCC2(C)C3=CCC4C(C)(C)C(=O)CCC4(C)C3CC[C@@]12C (stereo partly specified)
-8.7	CS(=O)(=O)N1CCN(c2ccc(NC(=O)c3ccc(Cl)cc3Cl)cc2)CC1
-23.1	CCc1cc2cc3c(cc2nc1SCC(=O)Nc1cccc(C(C)=O)c1)OCCO3
-109.1	N=C1C(c2nc3ccccc3c(=O)[nH]2)=C(O)CN1C1CCCCC1
-19.1	Cc1cc2c(cc3c(=O)n(CC(=O)N4C(C)CCCC4C)nc(C)n32)s1 (stereo unspecified)
-3.7	CC(C)Oc1ccc2ccccc2c1/C=C\c1nc(O)c([N+](=O)[O-])c(=O)[nH]1
-97.5	COc1cccc(-c2ccc(NS(=O)(=O)c3ccc4c(c3)CCC(=O)N4)cc2)c1
-83.0	O=S(=O)(c1ccc(Cl)cc1)c1ccc(N2CCSCC2)cc1
4.8	C=C(C)Cn1c(SCC(=O)Nc2ccc(F)cc2)nc2sc3c(c2c1=O)CCCC3
-92.6	Cc1cccc(OCc2nnc(SCC(=O)Nc3ccc4c(c3)OCCO4)n2C)c1C

# An excerpt of these results, with tabs.
Molecule	EP2 mod
C=CCn1c2cc(C)sc2c2cnn(CC(=O)NC(C)(C)C)c(=O)c21	-2.5
CC(C)N1CCN(C(=O)CCC2CCCC2)CC1	-0.6
CCN(CC)CCSc1nc2ccccc2cc1C	-29.2

# Next section
EP2 mod	SMILES
1.4	Cc1cc(CC(=O)O)n(C)c1C(=O)c1ccc(Cl)cc1
-29.8	CCOc1ccc2nc(SCC(=O)NNC(=O)c3ccco3)c(C)cc2c1
-25.2	COc1cccc(N2C(=O)NC(=O)/C(=C\c3cn(CC(=O)NCc4ccco4)c4ccccc34)C2=O)c1
-6.7	Cc1cnc(C(=O)N2CCC[C@H](CNC(=O)c3cccs3)C2)cn1
5.7	CCN(Cc1ccccc1)S(=O)(=O)c1ccc(C(=O)Nc2nnc(C3CC3)o2)cc1
-16.5	COc1ccc(C(c2nnnn2Cc2ccco2)N2CCN(c3ccc(F)cc3)CC2)cc1OC (stereo unspecified)
-55.5	CCOC(=O)c1cnc(SCC(=O)Nc2ccc(N(C)C)cc2)nc1N
-3.5	COCC(C)NC(=O)[C@H]1C[C@@H](c2ccc(OC)c(OC)c2)NS(=O)(=O)N1C (stereo partly specified)
-26.0	O=S(=O)(c1ccc(Cl)c(F)c1)N1CCC(O)(c2ccccn2)CC1
8.4	NCCC1([N+](=O)[O-])CCNCC1

# 4 of the entries above in order of their number in EP2 mod, high to low:
EP2 mod	SMILES
-1.8	Cc1ccc(-n2c(SCC(=O)Nc3sc4c(c3C#N)CCCC4)nnc2-c2ccncc2)cc1
-6.2	Cn1c(=O)[nH]c(=O)c2c1nc(N1CCCCCC1)n2CCCSc1ncccn1
-12.7	CCN1CCN(C(c2cc3cc(C)cc(C)c3[nH]c2=O)c2nnnn2CCOC)CC1 (stereo unspecified)
-27.6	CCOC(=O)Cn1cc(CN2CCc3c(nc(C)[nH]c3=O)C2)c2ccccc21

# (listing goes on)
EP2 mod	SMILES
53.8	COc1ccc(CN(C(=O)c2cccs2)C(C(=O)NC2CCCCC2)c2ccco2)cc1 (stereo unspecified)
-29.8	CCCCC1C(=O)N(c2ccccc2)N(c2ccc(O)cc2)C1=O (stereo unspecified)
6.3	COc1cccc(NC(=O)c2c(NC(=O)c3ccccc3OC)sc(C)c2C)c1
63.5*	CCCc1nc(SCC(=O)Nc2nc(C)c(C)s2)c2ccccc2n1
17.4	CC(=O)[C@@]1(O)CCC2C3C=C(Cl)C4=CC(=O)[C@@H]5CC5[C@]4(C)C3CC[C@@]21C (stereo partly specified)
-1.9	COc1cccc(C(=O)NC2CC(C)(C)NC(C)(C)C2)c1OC
-15.2	CC(=O)Nc1ccccc1-c1nnn(CC(=O)NC2CCCC2)n1
10.0	CC(=O)OCC(=O)[C@@]1(O)[C@H](OC(C)=O)CC2C3CCC4=CC(=O)C=C[C@]4(C)[C@@]3(F)[C@@H](O)C[C@@]21C (stereo partly specified)
-25.7	CC(=O)Nc1ccc(OCC(O)CN2CCN(c3ccc(F)cc3)CC2)cc1 (stereo unspecified)
-62.3	CN(C)CCN(Cc1ccc(F)c(F)c1)Cc1cccs1
-21.1	CCOc1ccc(C2C(C#N)=C(N)OC3=C2C(=O)CCC3)cc1OC (stereo unspecified)
16.0	O=C(O)CCN1CCCC1
-32.1	COc1ccc(S(=O)(=O)N2CCCC(C(=O)NCc3ccc(F)cc3)C2)cc1 (stereo unspecified)
0.1	CCOC(=O)C1CCCN(C(=O)[C@H]2C[C@@H](c3ccco3)NS(=O)(=O)N2C)C1 (stereo partly specified)
11.6	CC(=O)NC1(c2ccc(F)cc2)CCN(CC(=O)N2CCOCC2)CC1
-4.9	CCOc1ccc2[nH]c(=O)c(C(c3nnnn3CCOC)N3CCN(CC)CC3)cc2c1 (stereo unspecified)
-26.6	CC(C)NC(=O)C1CCCN1C(=O)OCc1ccccc1 (stereo unspecified)
-85.5	Cn1nc(C(C)(C)C)cc1C(=O)Nc1ccc(Cc2ccncc2)cc1
-30.0	O=C(CN1CCC(C(=O)c2ccc3c(c2)OCCO3)CC1)Nc1ccc(Br)cc1
1.8	COC(=O)[C@H]1CN(C(=O)CCn2nc(C)cc2C)C[C@@H]1c1ccccc1F

# No new results follow: an excerpt of the list.
EP2 mod	SMILES
-21.1	CCOc1ccc(C2C(C#N)=C(N)OC3=C2C(=O)CCC3)cc1OC (stereo unspecified)
16.0	O=C(O)CCN1CCCC1
-32.1	COc1ccc(S(=O)(=O)N2CCCC(C(=O)NCc3ccc(F)cc3)C2)cc1 (stereo unspecified)
0.1	CCOC(=O)C1CCCN(C(=O)[C@H]2C[C@@H](c3ccco3)NS(=O)(=O)N2C)C1 (stereo partly specified)

# (continued)
EP2 mod	SMILES
11.9	COc1cccc(CNC(=O)Cn2nc(C)n3c(cc4sccc43)c2=O)c1
-91.3	Cc1sc(NC(=O)C(C)(C)C)nc1-c1ccc2c(c1)CCN2S(C)(=O)=O
-28.9	COCCn1c(=O)n(CC(=O)N(C)C)c2cccnc21
-18.9	O=C(O)C1CCCN(S(=O)(=O)c2ccc(S(=O)(=O)N3CCCCC3)cc2)C1 (stereo unspecified)
-66.3	COc1ccc([C@H](O)[C@@H]2CCCN(C(=O)OC(C)(C)C)C2)cc1
0.4	Cc1ccc(-c2cc(C(=O)N3C(C)CC(C)CC3C)no2)cc1 (stereo unspecified)
-20.0	CCN(CC)C(=O)N1CCCC(c2ncncc2-c2ccncc2)C1 (stereo unspecified)
-4.0	O=C(CSc1nc2ccccc2s1)c1sc2sc3ccccc3[n+]2c1O
-35.0	CCN1CCN(c2ccc(NC(=O)c3cc(OC)cc(OC)c3)cc2)CC1
-19.8	O=C(NCc1ccccc1)N1CCCC(c2nc(-c3ccncc3)n[nH]2)C1 (stereo unspecified)
-22.6	OC1(c2ccc(F)cc2)CCN(Cc2cc(Cl)c3c(c2)OCO3)CC1
-80.5	CCc1ccc2[nH]c(=O)c(CN(Cc3ccccc3OC)C(C)=O)cc2c1
-9.4	CCCCCCCCCCCCCCCCOP(=O)([O-])OCC[N+](C)(C)C
20.6	COc1ccc(-c2csc(NC(=O)Cn3cnc4ccccc4c3=O)n2)cc1
7.4	COCCCNC(=S)N(CCO)Cc1cc2cc3c(cc2[nH]c1=O)OCO3
18.2	CCn1c(SCC(=O)N2CCCC(C)C2)nnc1-c1ccoc1C (stereo unspecified)
-18.9	CCCc1ccc(C(=O)N2CCCC(n3nc(-c4cccs4)ccc3=O)C2)o1 (stereo unspecified)
-29.8	Cc1sc2nc(CN(C3CCCC3)S(C)(=O)=O)[nH]c(=O)c2c1C
-10.7	Cc1ncccc1-c1cc2cccnc2n1CCC(=O)N1CC(C)OC(C)C1 (stereo unspecified)
-13.2	CC(=O)Nc1ccc2nc(NC(=O)c3ccc(C#N)cc3F)sc2c1
-33.1	COc1ccccc1N(Cc1cc2ccc(C)cc2[nH]c1=O)C(C)=O
-85.5	Cc1ccccc1NC(=O)c1cc2sccc2n1C
8.3	COc1ccc([C@@H]2CN(C(=O)C(C)(C)C)C[C@H]2C(=O)O)cc1
-40.0	O=C1COc2ccc(C(=O)N3CCC4(CC3)NC(=O)c3ccccc3O4)cc2N1
18.6	Nc1ccccc1-n1ccnc1
-22.5	Cc1ccc(C(=O)Cn2c3ccccc3n3nc(C)nc23)cc1
-2.1	CCOCc1nnc(NC(=O)c2ccc(Cl)cc2)s1
-17.5	O=C1NC(=O)C(CCC(=O)N2CCC(c3nc4sc5c(c4c(=O)[nH]3)CCCC5)CC2)N1 (stereo unspecified)
-1.6	O=c1[nH]cc(CS(=O)(=O)Cc2c[nH]c(=O)[nH]c2=O)c(=O)[nH]1
-1.9	COC(=O)c1ccc(NC(=S)N2CCC3(CC2)OCCO3)cc1
-37.7	O=C(O)CNS(=O)(=O)c1ccc2c3c(cccc13)C(=O)N2
-10.0	Cn1c(N2CCCC(C(=O)Nc3ccc(N4CCOCC4)cc3)C2)nc2ccccc21 (stereo unspecified)
